TRPM1 prom inh – inhibitors of MITF-dependent TRPM1 promoter reporter, primary screen, cell-based, SK-MEL-5, single point, luciferase. actives 0.83% (n = 330,000). inhibition, % at 12.5 µM. SK-MEL-5 TRPM1 promoter luciferase, 24 h;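 active means mean inhibition across replicates of 60% or more, whatever share of single replicates reaches that level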; further: values of inactives mirror those of a sister screen read the other way
C8 TRAIL sens – viability loss with TRAIL in NB7+C8 cells, primary screen, TRAIL sensitizer project, cell-based, ATPlite luminescence; inhibition (viability loss, TRAIL sensitization), % at 10 µM; actives 1% (n = 360,000); AID 624354, 2012;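 active means compounds causing at least 50% loss of cell viability in the single-dose screen, relative to plate controls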
KKLEB tox – cytotoxicity in KKLEB CF airway cells, primary screen, cytotoxicity control for CF NF-kB inhibitor project, cell-based, uHTS, fluorescence assay plates; AID 602141, 2011; KKLEB CF airway cells viability, ATPlite luminescence, overnight; active compounds read low; cells stimulated with P. aeruginosa culture filtrate; activity change (cytotoxicity), % at 5 µM; actives 0.36% (n = 360,000);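 active means corrected activity change at or below -50% at 5 µM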
CF NFkB block – inhibitors of PAF-induced NF-kB signaling, primary screen, cell-based, GFP fluorescence, uHTS | KKLEB NF-kB-GFP reporter, GFP fluorescence overnight | inhibition, % at 5 µM | actives 0.86% (n = 360,000) | AID 588850, 2011;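 active means at least 50% inhibition at 5 µM, scaled per plate between neutral and stimulator controls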;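 further: PAF is a Pseudomonas aeruginosa culture filtrate used as stimulus; plate controls were PAF-stimulated DMSO wells for no effect and unstimulated DMSO wells for full effect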
NR2E3 ag-1 – NR2E3 agonists in two-hybrid cells, primary screen, cell-based, luminescence, CHO-S, Gal4-NCOR/VP16-NR2E3 | Photoreceptor-specific nuclear receptor (Homo sapiens), Q9Y5X4 | luciferase | inhibition of corepressor binding, % at 3.98 µM | actives 0.35% (n = 360,000) | AID 602229, 2012;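 active means inhibition above the mean of all tested compounds plus 3 SD, cut at about 70% in these data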;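 further: 0% = DMSO with NR2E3 transfected cells and 100% = cells lacking NR2E3 construct; higher means lower luciferase signal from less NR2E3 corepressor binding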
Target sequence (Q9Y5X4 whole entry, looked up, the tested form may be a part): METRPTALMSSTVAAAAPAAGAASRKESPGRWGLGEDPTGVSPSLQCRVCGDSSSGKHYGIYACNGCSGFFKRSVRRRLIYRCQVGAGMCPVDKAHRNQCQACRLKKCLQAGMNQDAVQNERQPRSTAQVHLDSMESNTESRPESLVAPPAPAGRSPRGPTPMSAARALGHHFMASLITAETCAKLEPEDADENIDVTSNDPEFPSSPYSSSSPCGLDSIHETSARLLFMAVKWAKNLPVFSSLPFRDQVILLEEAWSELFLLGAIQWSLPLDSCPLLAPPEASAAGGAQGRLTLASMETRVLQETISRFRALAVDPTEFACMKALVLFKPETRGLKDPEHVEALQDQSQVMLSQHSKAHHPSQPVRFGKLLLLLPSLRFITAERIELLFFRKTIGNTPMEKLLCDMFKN
Shn3 inh set2 – reduction of Shn3 3'UTR firefly luciferase signal, primary screen, Schnurri-3 inhibitor project, cell-based, Clone20 osteoblasts, set 2 | inhibition, % at 12.5 µM | actives 0.52% (n = 360,000) | Clone20 osteoblast Shn3 3'UTR firefly luciferase, 24 h | AID 588674, 2011;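 active means mean inhibition of at least 75% with every replicate also reaching 75%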;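 further: 0% = median of neutral control wells and 100% = pilot-screen positive control compound; some compounds past the cut are filed as inactive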
TROY signal inh – inhibitors of TROY-driven NF-kB signaling, primary screen, Q293 LMP1-TROYcd cells, NF-kB luciferase, uHTS; actives 0.98% (n = 360,000); Q293 LMP1-TROYcd NF-kB luciferase reporter, 4 h; inhibition, % at 10 µM;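 active means compounds whose plate-normalised and pattern-corrected inhibition of the luciferase reporter signal at the single screening dose is 50% or more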
TWEAK-Fn14 inh – inhibitors of TWEAK-Fn14 signaling, primary screen, luciferase reporter cells, uHTS | TWEAK-stimulated Fn14 reporter cells, luciferase luminescence, 8 h | actives 2% (n = 360,000) | inhibition, % at 10 µM | AID 1159606, 2016; in the data active means inhibition above about 50%
NR2E3 ag-2 – inhibitors of NR2E3-RetCOR corepressor binding, primary screen, NR2E3 agonist project, biochemical, TR-FRET, GST-NR2E3, biotin-RetCOR. 1536-well. actives 0.12% (n = 320,000). AID 2300, 2010. inhibition of corepressor binding, % at 4.78 µM;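 active means percent inhibition above the cutoff of mean plus 3 SD of all tested compounds, set per screening campaign, cut at about 20% in these data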;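 further: 0% = DMSO wells and 100% = biotin wells as full block of FRET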
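System: GST-tagged NR2E3 plus biotinylated RetCOR corepressor; Buffer or medium: pH 7.5 Tris-based buffer; Probe or stimulus: RetCOR corepressor, biotinylated, 7 nM; Doses: compound at 4.8 µM, single dose; Schedule: 5 h incubation at 4 °C; Technique: time-resolved FRET; Evaluation: percent inhibition of TR-FRET ratio; Replication: one well per compound, singlicate testing.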
Peg3 promoter – Peg3 promoter-driven luciferase inhibitors, primary screen, cell-based, HeLa, luciferase luminescence; HeLa PEG-Prom luciferase reporter, overnight; inhibition, % at 20 µM; actives 1.7% (n = 360,000); AID 588405, 2011;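 active means inhibition of at least 50% at 20 µM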
HIF-2a inh – HIF-2a reporter inhibitors, primary screen, luminescence, 786-0 RCC cells | 786-0 RCC cells HIF-2a reporter, luciferase luminescence, overnight | inhibition, % at 18.8 µM | actives 0.72% (n = 360,000);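 active means inhibition of the luminescence signal of 40% or more relative to plate controls, in a single-dose primary screen at 18.75 µM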
An asterisk follows results filed as active; x = no result given. This is a subset; rates above refer to the full screens.

cpd	canonical_smiles	TRPM1 prom inh	C8 TRAIL sens	KKLEB tox	CF NFkB block	NR2E3 ag-1	Shn3 inh set2
1	COc1ccc(/C(C)=N/NC(=O)c2ccccc2N)cc1	-35.4	2.9	-2.1	8.4	-87.9	-39.0
2	COc1ccc(/C(O)=C2/C(=O)C(=O)N(c3ccccn3)C2c2ccc(C(C)C)cc2)cc1 (stereo not drawn)	-34.6	9.4	-7.4	-22.2	-22.7	-61.5
3	COc1ccc(NC(=O)Cn2c(=O)n(CC3CCCO3)c(=O)c3cc(OC)c(OC)cc32)c(OC)c1 (stereo not drawn)	-8.6	4.7	-2.6	-13.8	6.9	3.8
4	Cc1cc(C(=O)Nc2cccnc2)no1	-0.3	4.6	-9.7	20.7	-6.5	7.8
5	CC(C)C(=O)N(c1ccc(F)cc1)C1C=CS(=O)(=O)C1 (stereo not drawn)	-18.2	-6.3	-1.4	1.4	-11.9	1.5
6	CCOC(=O)c1c(NC(=O)CCCN2CCOCC2)sc2c1CC(C)(C)OC2	4.0	3.0	2.5	1.4	-7.8	2.2
7	Cc1cc(C)cc(NC(=O)Cc2ccc(NC3=NC4CS(=O)(=O)CC4S3)cc2)c1 (stereo not drawn)	x	-9.4	7.1	-0.7	-9.2	0.7
8	CNc1nc(SC)nc(N2CCOCC2)n1	8.3	-0.3	-5.0	21.1	0.8	17.2
9	COc1cc(NC(=O)CSc2nc3c(c(=O)[nH]2)CCCC3)cc(OC)c1OC	9.2	-2.1	4.4	-29.3	0.9	-5.7
10	Cc1ccccc1-c1ccc(CN2CCN(C)C(CCO)C2)cc1 (stereo not drawn)	-12.0	9.3	-5.4	0.5	15.7	-26.4
11	COc1cc(SC)ccc1C(=O)NCCOc1ccc(Cl)cc1	-14.8	-2.9	2.8	-2.5	-3.1	-1.2
12	Cn1c(-c2ccccc2O)cc2ccccc21	-0.3	-14.5	6.6	-14.4	-0.1	-2.0
13	Cc1ccc2[nH]c(=O)c(CN(Cc3ccc4c(c3)OCO4)Cc3nnnn3C3CCCC3)cc2c1	-12.9	27.5	-15.1	2.1	-43.1	39.0
14	CCS(=O)(=O)NCCCCc1ccccc1	-7.2	-9.5	-3.2	2.7	-11.7	7.2
15	O=C(O)c1ccc(COc2ccccc2/C=C2\NC(=O)N(Cc3ccccc3)C2=O)cc1	5.0	-3.1	-4.3	17.5	11.4	2.0

cpd	TROY signal inh	TWEAK-Fn14 inh	NR2E3 ag-2	Peg3 promoter	HIF-2a inh
1	-43.9	-11.0	0.8	-119.2	-88.9
2	-3.5	3.1	x	-118.1	-130.7
3	5.8	-51.0	4.5	13.3	-5.6
4	-8.4	5.6	-3.4	-8.7	-12.4
5	-3.8	-17.8	0.1	2.6	14.6
6	3.7	-5.3	0.4	15.1	14.0
7	-10.4	3.5	5.6	-4.0	13.3
8	11.2	7.7	-2.1	-4.3	19.6
9	5.4	-5.5	-1.5	0.4	12.5
10	1.0	0.3	1.2	-19.6	-25.1
11	-36.1	-14.1	-3.8	-19.9	-26.2
12	-0.6	21.5	0.5	-13.4	-6.1
13	-21.8	-0.1	1.1	24.5	-73.1
14	10.8	-5.0	-0.6	7.7	1.4
15	21.9	-9.2	3.9	6.8	30.9

Continued, starting with the last 4 of the part before.
cpd	canonical_smiles	TRPM1 prom inh	C8 TRAIL sens	KKLEB tox	CF NFkB block	NR2E3 ag-1	Shn3 inh set2
12	Cn1c(-c2ccccc2O)cc2ccccc21	-0.3	-14.5	6.6	-14.4	-0.1	-2.0
13	Cc1ccc2[nH]c(=O)c(CN(Cc3ccc4c(c3)OCO4)Cc3nnnn3C3CCCC3)cc2c1	-12.9	27.5	-15.1	2.1	-43.1	39.0
14	CCS(=O)(=O)NCCCCc1ccccc1	-7.2	-9.5	-3.2	2.7	-11.7	7.2
15	O=C(O)c1ccc(COc2ccccc2/C=C2\NC(=O)N(Cc3ccccc3)C2=O)cc1	5.0	-3.1	-4.3	17.5	11.4	2.0
16	O=C(CCc1ccccc1)NNC(=O)Cc1ccccc1	-2.5	-7.9	1.5	-3.2	12.2	-11.8
17	COc1cc(OC)c(C(=O)OCC(=O)NCC2CCCCC2)cc1OC	6.3	-7.1	0.2	-30.4	-0.6	6.1
18	COC(=O)Nc1nnc(-c2ccco2)s1	x	0.9	2.9	17.1	-16.8	x
19	COc1ccc(C(=O)NCc2ccc(C(=O)NCC(OC)OC)cc2)cc1OC	0.5	-10.5	12.2	4.3	6.8	0.1
20	CC(C)(C)C(=O)Nc1ccc(C(=O)NNC(=O)Cc2ccccc2)cc1	-14.1	-15.5	-0.8	-6.8	-12.1	7.4
21	c1ccc(-n2nnnc2NCCCN2CCOCC2)cc1	1.2	-0.6	9.1	-1.5	8.3	-0.7
22	CCc1nc2ccc(C(=O)NCCOc3ccc(OC)cc3)cn2c1N(CC)CCOC	x	-5.8	9.5	-20.9	2.8	6.1
23	CN1CCN(C(=O)NCC23CC4CC(CC(C4)C2)C3)CC1	x	-2.8	-1.3	6.1	-17.1	9.7
24	CCOc1ccc(CCNC(=O)C2CCCN(c3nn4c(=O)cc(C)nc4s3)C2)cc1 (stereo not drawn)	-1.6	-5.3	-8.5	14.5	37.0	5.5
25	O=C(O)CNC(=O)CCCn1nnc2ccccc2c1=O	-19.8	6.1	11.7	3.2	2.5	8.6
26	Cc1ccc(Nc2ccc(N)cc2S(=O)(=O)O)cc1	9.7	-10.9	15.5	-8.0	-43.1	-20.5
27	O=C(Nc1ncnc2sc3c(c12)CCCCC3)c1ccco1	-4.7	-13.1	-3.0	7.5	-21.6	1.5
28	CC1(c2nnc(-c3cccc(Cl)c3)o2)CC(c2cccc(Cl)c2)=NO1 (stereo not drawn)	7.7	-9.6	-13.0	-4.9	-1.4	-13.8
29	COc1ccc(CCC2(C)OCC(CCCCO)O2)cc1 (stereo not drawn)	-3.7	-4.9	-5.2	13.2	-2.3	-37.8
30	CCOc1cc(C)c(C(C)C)cc1S(=O)(=O)n1ccc(C)n1	0.6	1.5	-2.6	-0.6	0.7	9.7

cpd	TROY signal inh	TWEAK-Fn14 inh	NR2E3 ag-2	Peg3 promoter	HIF-2a inh
12	-0.6	21.5	0.5	-13.4	-6.1
13	-21.8	-0.1	1.1	24.5	-73.1
14	10.8	-5.0	-0.6	7.7	1.4
15	21.9	-9.2	3.9	6.8	30.9
16	0.0	-7.5	1.5	-9.9	-6.6
17	3.5	-21.5	x	-1.0	5.5
18	-14.2	-12.3	1.9	-7.5	13.7
19	19.6	2.6	2.6	-1.2	11.5
20	-5.2	-21.7	-3.1	3.2	-22.6
21	-7.4	9.7	0.9	-9.9	14.0
22	-5.7	8.4	x	11.7	10.2
23	2.1	-13.7	3.4	9.4	13.3
24	0.4	8.0	3.8	16.0	11.0
25	5.6	1.2	1.8	5.6	5.3
26	1.3	4.1	-8.9	6.1	3.1
27	33.3	-11.1	-1.1	7.1	6.9
28	4.6	-11.0	0.4	-12.5	-3.2
29	-4.8	1.3	x	-1.6	-2.3
30	5.9	-7.1	-2.2	13.3	15.0

Continuation.
cpd	canonical_smiles	TRPM1 prom inh	C8 TRAIL sens	KKLEB tox	CF NFkB block	NR2E3 ag-1	Shn3 inh set2
31	CCCn1c(=O)c2ccccc2n2c(SCCNCCO)nnc12	2.7	-7.3	-9.8	-3.8	-14.0	-16.4
32	COC(=O)c1ccc(COc2ccc(/C=N/NC(N)=S)cc2)o1	x	-6.0	17.0	-36.6	17.3	12.9
33	CC1CN(C)C(C)c2c1oc1ccc(N)cc21 (stereo not drawn)	5.1	-10.2	-8.2	0.4	8.6	6.1
34	CCC(=O)c1ccc(N2CCCCC2)c(F)c1	-27.4	-1.7	3.3	7.4	-6.1	-17.4
35	CN1/C(=C\C=N\NC(=O)c2ccccc2Br)C(C)(C)c2ccccc21	3.1	-4.7	4.3	-5.1	-20.2	18.5
36	Cc1cccc(-n2c(SCC(=O)NCc3ccc4c(c3)OCO4)nc3ccccc3c2=O)c1	2.6	-1.4	7.1	-3.6	-29.9	21.3
37	Cc1ccccc1NC(=O)NC1CCCCCCC1	-16.9	17.0	-12.5	8.8	-5.9	2.2
38	C[C@H](NS(=O)(=O)c1ccc(Cl)cc1)C(=O)OCC(=O)NC(=O)Nc1ccc2c(c1)OCCO2	-72.6	9.8	-12.6	6.6	19.9	-16.2
39	Fc1ccc(-c2cc(-c3ccccc3)nc(-n3cccn3)n2)cc1	-3.4	-4.0	-12.4	-38.5	-6.3	21.2
40	COc1ccc(Cl)cc1NC(=O)Cc1c(F)cccc1Cl	6.7	1.3	2.7	-5.5	-22.9	0.0
41	Cc1cc(NC(=O)NC(=O)c2ccccc2)no1	-60.9	11.9	4.5	4.0	-28.4	-70.1
42	COc1ccc2nc(-c3ccccn3)[nH]c2c1	-22.8	39.9	0.9	-1.3	-138.8	-2.1
43	Cc1nc2ccccc2nc1SCC(=O)N1CCC(C)CC1	-8.1	8.0	-4.7	17.4	15.1	48.7
44	Cc1cccc(N2CCN(C(=O)c3ccc4ccccc4c3)CC2C)c1 (stereo not drawn)	9.1	-3.3	0.5	-3.3	-12.6	5.6

cpd	TROY signal inh	TWEAK-Fn14 inh	NR2E3 ag-2	Peg3 promoter	HIF-2a inh
31	6.8	-2.7	-5.1	-8.2	6.1
32	3.0	6.3	-1.1	7.9	6.2
33	-0.5	0.9	-4.5	10.5	3.7
34	-14.9	-15.6	-3.4	-40.1	-34.7
35	-0.9	-4.8	-0.5	16.0	23.1
36	1.5	45.9	0.4	12.2	19.1
37	-37.4	-3.8	2.3	-48.2	-91.3
38	1.8	63.9*	-1.1	-138.3	-48.5
39	22.0	11.2	3.2	10.5	-26.6
40	6.0	6.2	-1.8	25.4	14.6
41	-15.5	-1.8	-0.3	-222.1	-231.2
42	-16.5	49.6	1.5	-149.4	-158.3
43	-7.5	-3.1	22.2*	-4.1	8.4
44	11.2	10.3	x	9.0	-22.6
